Assay outcomes deposited in PubChem BioAssay by several laboratories.
STEP block – inhibitors of human striatal-enriched phosphatase STEP; recombinant STEP, OMFP fluorogenic substrate, fluorescence; 0.25% of 360,000 active; P54829; inhibition, % at 20 µM;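 active = inhibition at 20 µM, scaled per plate between control wells, above about 37%, limit read from the data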;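 note: 0% = DMSO with enzyme and substrate and 100% = substrate only without enzyme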
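System: STEP phosphatase, cell-free reaction; Buffer or medium: Bis-Tris pH 6.0 buffer with DTT, detergent; Incubation: 20 min at room temperature, dark; Measured by: fluorescence, 480/540 nm.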
Scp1 inh – blocks human Scp-1 phosphatase activity | Q9GZU7 | Recombinant Scp1, phosphopeptide, malachite green phosphate absorbance | inhibition, % at 20 µM | 0.88% of 340,000 active;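 active = inhibition above about 50% at 20 µM, limit read from the data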;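 note: plate controls were DMSO wells with enzyme for no effect and wells lacking enzyme for full effect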
Target sequence (Q9GZU7 76-261 limits assumed): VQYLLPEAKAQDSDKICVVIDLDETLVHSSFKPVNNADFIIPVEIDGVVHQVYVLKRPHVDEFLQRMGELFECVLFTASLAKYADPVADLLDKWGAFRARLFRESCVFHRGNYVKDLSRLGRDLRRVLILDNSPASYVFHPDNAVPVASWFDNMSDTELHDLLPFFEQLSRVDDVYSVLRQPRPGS
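assay system = SCP-1 phosphatase catalytic domain, residues 76-261 | buffer or medium = 50 mM Tris acetate pH 5.5, 0.005% Tween-20, 10 mM MgCl2 | incubation = enzyme reaction 45 min at room temperature, colour 5 min, stabilisation 30 min | signal = Phosphate-binding colour reagent, absorbance read at 630 nm | measure = % inhibition at 20 µM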
CSN deneddyl inh – inhibitors of human CSN-mediated cullin deneddylation | Purified CSN, SCF-Nedd8-OG deneddylation, fluorescence polarization | 0.38% of 360,000 active | inhibition, % at 12.5 µM | AID 651999;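 active = pattern-corrected inhibition above about 35%, with an unprinted fluorescence ratio check between 0.5 and 1.5, limit read from the data, passing the limit was not always enough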;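 note: 0% = enzyme with substrate and 100% = substrate without enzyme; some results filed as inactive read as strong as hits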
Target sequence (Q92905 whole entry, looked up, one chain of several): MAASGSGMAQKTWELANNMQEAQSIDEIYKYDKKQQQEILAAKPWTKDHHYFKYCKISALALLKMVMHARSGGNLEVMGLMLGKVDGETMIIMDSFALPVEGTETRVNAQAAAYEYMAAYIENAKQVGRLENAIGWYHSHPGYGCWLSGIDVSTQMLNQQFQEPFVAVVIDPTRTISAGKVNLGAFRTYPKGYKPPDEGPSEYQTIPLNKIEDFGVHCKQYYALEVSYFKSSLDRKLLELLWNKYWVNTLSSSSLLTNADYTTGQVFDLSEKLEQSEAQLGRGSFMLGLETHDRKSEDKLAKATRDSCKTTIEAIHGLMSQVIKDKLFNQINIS
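Material: human Csn5 produced in HEK293T cells; Input: enzyme 0.24 nM; Reagent: SCFSkp2-Nedd8OG substrate at 10 nM final; Dosing: 12.5 µM compound; Incubation: 90 min reaction at room temperature; Detection: fluorescence polarization of the substrate; Evaluation: % inhibition of substrate cleavage by Csn5; Control set: substrate-only high control, full reaction low control.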
NadD block – blocks S. aureus nicotinate mononucleotide adenylyltransferase; purified NadD enzyme, colorimetric absorbance read-out; 0.78% of 360,000 active; inhibition, % at 20 µM; in the data active = inhibition above about 26%; note: some compounds past the cut are filed as inactive
MLLE-PAM2 inh – blocks PAM2 peptide binding to the PABP1 MLLE domain; P11940; 0.36% of 360,000 active; inhibition, % at 20 µM; AID 588489; GST-MLLE / FITC-PAM2 fluorescence polarization; in the data active = inhibition above about 35%, passing the limit was not always enough;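 note: plate controls were DMSO wells with GST-MLLE for no effect and wells lacking GST-MLLE protein for full effect; some results filed as inactive read as strong as hits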
DNMT1 inh – DNMT1 (human) enzyme inhibition; P26358; DNMT1 molecular beacon, Hinp1I cleavage, fluorescence; inhibition (reported as % activation of signal), % at 10 µM; 0.83% of 360,000 active; in the data active = inhibition above about 50%
LMPTP block – LMPTP (human) inhibition; 0.22% of 360,000 active; inhibition, % at 20 µM; recombinant LMPTP-A, OMFP fluorogenic substrate, fluorescence intensity;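 active = compounds that cut the enzyme signal by at least half of the control window in the single-dose screen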;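 note: plate controls were DMSO wells with enzyme plus substrate for no effect and substrate without enzyme for full effect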
Target sequence (P24666 whole entry, looked up): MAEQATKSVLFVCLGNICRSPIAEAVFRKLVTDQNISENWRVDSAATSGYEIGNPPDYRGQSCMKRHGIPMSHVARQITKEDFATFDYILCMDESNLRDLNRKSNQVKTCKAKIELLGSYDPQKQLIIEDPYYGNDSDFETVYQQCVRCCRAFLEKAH
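Test system: LMPTP-A phosphatase enzyme. Amount: LMPTP-A at 0.625 nM final in the reaction. Reagent: OMFP substrate, 400 µM final. Times: 50 min at room temperature. Signal: endpoint fluorescence intensity from OMFP dephosphorylation. Read-out basis: % inhibition. Benchmarks: no-enzyme and uninhibited controls.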
Rpn11 block – inhibitors of human proteasome Rpn11 | O00487 | human 26S proteasome, Ub4-pepOG fluorescence polarization; 20S core pre-blocked with epoxomicin | calls only at 20 µM | 0.59% of 360,000 active;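 active = inhibition at 20 µM, scaled to each plate's controls, above about 33%, limit read from the data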
Target sequence (O00487 whole entry, looked up): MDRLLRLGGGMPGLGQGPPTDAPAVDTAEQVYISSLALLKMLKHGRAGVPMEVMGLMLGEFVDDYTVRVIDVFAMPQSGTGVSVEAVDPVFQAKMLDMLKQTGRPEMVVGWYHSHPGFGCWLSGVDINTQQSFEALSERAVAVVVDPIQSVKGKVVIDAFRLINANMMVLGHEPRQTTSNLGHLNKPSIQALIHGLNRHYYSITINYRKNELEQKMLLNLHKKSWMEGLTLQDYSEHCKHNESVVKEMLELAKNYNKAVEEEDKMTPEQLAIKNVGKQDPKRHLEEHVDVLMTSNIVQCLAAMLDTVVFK
TbMetRS inhib – blocks T. brucei methionyl-tRNA synthetase activity. purified T. brucei MetRS, ATP depletion, Kinase-Glo luminescence. inhibition, % at 11.9 µM. 0.4% of 360,000 active. AID 624268;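 active = inhibition above a per-plate cutoff of the control wells' mean inhibition plus 3 SD, cut at about 5.5% in these data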;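 note: 0% = DMSO wells median and 100% = median of wells with control inhibitor compound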
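System: purified T. brucei MetRS enzyme / Detection: Kinase-Glo luciferase luminescence reporting remaining unconsumed ATP / Medium: HEPES buffer with MgCl2, KCl, DTT, spermine, BSA, pyrophosphatase / Replication: singlicate, one well per compound / Evaluation: percent inhibition relative to median high and low control wells / Schedule: 2 h aminoacylation at 25 °C after 15 min preincubation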
SUMO1-SIM PPI – alters human SUMO1 binding to SIM partners; P63165; inhibition, % at 20 µM; 0.33% of 360,000 active; SUMO1 binding to a labelled peptide, TR-FRET, 1 h; in the data active = inhibition above about 37%
* marks the source's active call; other numbers are inactive results. Rows are unselected, and some 3.6% of all compounds hit somewhere here.

Results for COc1ccc2sc3ccccc3c(=O)c2c1OC ?
STEP block: 3; Scp1 inh: -4; CSN deneddyl inh: 3; NadD block: 11; MLLE-PAM2 inh: 24; DNMT1 inh: -3; LMPTP block: -3.1; Rpn11 block: inactive; TbMetRS inhib: -0.8; SUMO1-SIM PPI: -19

Results for O=C(Nc1ccc(Cc2ccc(NC(=O)Nc3cccnc3)cc2)cc1)Nc1cccnc1 ?
STEP block: 1; CSN deneddyl inh: 6; NadD block: 27; MLLE-PAM2 inh: -6; DNMT1 inh: 51*; LMPTP block: 16; Rpn11 block: inactive; TbMetRS inhib: 0.2; SUMO1-SIM PPI: 15

What do the screens show for `Cc1cccc(C)c1OCCCCc1c(C)n[nH]c1C`?
STEP block: 1; Scp1 inh: 3; CSN deneddyl inh: -3; NadD block: -3; MLLE-PAM2 inh: 9; DNMT1 inh: 0; LMPTP block: 1.9; Rpn11 block: inactive; TbMetRS inhib: -0.2; SUMO1-SIM PPI: 2

How did CC(C)CNC(=O)NC(=O)COC(=O)COc1ccc(Cl)cc1Cl do in these assays?
STEP block: -3; Scp1 inh: -14; CSN deneddyl inh: -4; NadD block: -10; MLLE-PAM2 inh: -3; DNMT1 inh: 1; LMPTP block: 1.6; Rpn11 block: inactive; TbMetRS inhib: 0.2; SUMO1-SIM PPI: -2

Results for CC(C)(C)n1ncc2c(=O)n(Cc3ccc(Cl)cc3)cnc21 ?
STEP block: -2; Scp1 inh: -6; CSN deneddyl inh: 2; NadD block: -8; MLLE-PAM2 inh: 18; DNMT1 inh: 1; LMPTP block: 0.6; Rpn11 block: inactive; TbMetRS inhib: 0.0; SUMO1-SIM PPI: -5

Results for O=[N+]([O-])c1cccc(CNC2CCCCCC2)c1 ?
STEP block: -3; Scp1 inh: -3; CSN deneddyl inh: 5; NadD block: -5; MLLE-PAM2 inh: 11; DNMT1 inh: 0; LMPTP block: -1.5; Rpn11 block: inactive; TbMetRS inhib: -0.9; SUMO1-SIM PPI: -17

How did COc1ccc(OC)c(NC(=O)CCNS(=O)(=O)c2cccs2)c1 do in these assays?
STEP block: -2; Scp1 inh: -8; CSN deneddyl inh: -6; NadD block: 4; MLLE-PAM2 inh: -7; DNMT1 inh: -9; LMPTP block: -0.6; Rpn11 block: inactive; TbMetRS inhib: -0.7; SUMO1-SIM PPI: -5

How did CCCCN(C(=O)CSc1nnc(-c2ccccc2)n1C)c1c(N)n(Cc2ccccc2)c(=O)[nH]c1=O do in these assays?
STEP block: -6; Scp1 inh: 0; CSN deneddyl inh: -13; NadD block: 6; MLLE-PAM2 inh: -55; DNMT1 inh: 3; LMPTP block: -1.1; Rpn11 block: inactive; TbMetRS inhib: -0.9; SUMO1-SIM PPI: 0

How did O=C(NCc1cccs1)C(NS(=O)(=O)c1cccc2nsnc12)c1ccccc1 (stereo not drawn) do in these assays?
STEP block: -4; Scp1 inh: -8; CSN deneddyl inh: 3; NadD block: 0; MLLE-PAM2 inh: 9; DNMT1 inh: 3; LMPTP block: -1.2; Rpn11 block: inactive; TbMetRS inhib: -0.5; SUMO1-SIM PPI: -25

How did CC1S/C(=N/N=C2CCC(C(C)(C)C)CC2)NC1=O (stereo not drawn) do in these assays?
STEP block: 1; Scp1 inh: -3; CSN deneddyl inh: 8; NadD block: -3; MLLE-PAM2 inh: 3; DNMT1 inh: 3; LMPTP block: -0.7; Rpn11 block: inactive; TbMetRS inhib: -0.1; SUMO1-SIM PPI: 2

How did Clc1ccc2c(c1)C1OCCC1C(c1ccco1)N2 (stereo not drawn) do in these assays?
STEP block: 1; Scp1 inh: -8; CSN deneddyl inh: 0; NadD block: 9; MLLE-PAM2 inh: 17; DNMT1 inh: -2; LMPTP block: 1.1; Rpn11 block: inactive; TbMetRS inhib: -0.9; SUMO1-SIM PPI: -10

What do the screens show for `COc1ccc(C(=O)NNC(=O)CSc2nnnn2C)cc1`?
STEP block: -1; Scp1 inh: -2; CSN deneddyl inh: -11; NadD block: -5; MLLE-PAM2 inh: 14; DNMT1 inh: -1; LMPTP block: -0.4; Rpn11 block: inactive; TbMetRS inhib: -0.5; SUMO1-SIM PPI: -3

How did COc1cccc(-c2cc(=O)c3cc(NC(=O)c4ccccc4)ccc3[nH]2)c1 do in these assays?
STEP block: -1; Scp1 inh: -1; CSN deneddyl inh: 1; NadD block: 11; MLLE-PAM2 inh: -13; DNMT1 inh: 6; LMPTP block: -2.1; Rpn11 block: inactive; TbMetRS inhib: -0.3; SUMO1-SIM PPI: 0

How did O=C(CSC(=S)N1CCCC1)N1CCN(S(=O)(=O)c2cccc(F)c2)CC1 do in these assays?
STEP block: 1; Scp1 inh: 2; CSN deneddyl inh: -2; NadD block: -2; MLLE-PAM2 inh: -2; DNMT1 inh: 1; LMPTP block: 0.4; Rpn11 block: inactive; TbMetRS inhib: -0.4; SUMO1-SIM PPI: 2

Results for CN(C)S(=O)(=O)N1CCC(c2ccc(F)cc2)C(COc2ccc3c(c2)OCO3)C1 (stereo not drawn) ?
STEP block: 2; Scp1 inh: -17; CSN deneddyl inh: -3; NadD block: -10; MLLE-PAM2 inh: 5; DNMT1 inh: -3; LMPTP block: 2.8; Rpn11 block: inactive; TbMetRS inhib: -0.9; SUMO1-SIM PPI: -3

Results for Cc1cccc(C)c1NC(=O)CN(C)C(=O)c1ccccc1SCC(=O)N1CCCC1 ?
STEP block: -2; Scp1 inh: -4; CSN deneddyl inh: -4; NadD block: 7; MLLE-PAM2 inh: 2; DNMT1 inh: 0; LMPTP block: -8.8; Rpn11 block: inactive; TbMetRS inhib: -0.3; SUMO1-SIM PPI: -37

Results for CC(C)(C)c1nnc(NC(=O)c2cccs2)s1 ?
STEP block: -2; Scp1 inh: 2; CSN deneddyl inh: 1; NadD block: 1; MLLE-PAM2 inh: 10; DNMT1 inh: 4; LMPTP block: -0.5; Rpn11 block: inactive; TbMetRS inhib: -0.8; SUMO1-SIM PPI: -3

Results for Cc1cccc(CC2CC(=O)N(c3ccccc3)C2=O)c1 (stereo not drawn) ?
STEP block: -3; Scp1 inh: -2; CSN deneddyl inh: -2; NadD block: -5; MLLE-PAM2 inh: 6; DNMT1 inh: 3; LMPTP block: -0.7; Rpn11 block: inactive; TbMetRS inhib: 0.3; SUMO1-SIM PPI: 2

Results for O=C(CCNc1cccc(F)c1)c1cc2ccccc2o1 ?
STEP block: -3; Scp1 inh: 3; CSN deneddyl inh: -8; NadD block: -7; MLLE-PAM2 inh: -23; DNMT1 inh: 0; LMPTP block: -0.5; Rpn11 block: inactive; TbMetRS inhib: -1.1; SUMO1-SIM PPI: -14

Results for O=Cc1cccn1-c1sc2c(c1C(=O)O)CCCC2 ?
STEP block: -3; Scp1 inh: 8; CSN deneddyl inh: 2; NadD block: 3; MLLE-PAM2 inh: -1; DNMT1 inh: 15; LMPTP block: -0.4; Rpn11 block: inactive; TbMetRS inhib: 0.2; SUMO1-SIM PPI: 0

3 compounds picked at random from those above:
Results for Cc1cccc(C)c1NC(=O)CN(C)C(=O)c1ccccc1SCC(=O)N1CCCC1 ?
STEP block: -2; Scp1 inh: -4; CSN deneddyl inh: -4; NadD block: 7; MLLE-PAM2 inh: 2; DNMT1 inh: 0; LMPTP block: -8.8; Rpn11 block: inactive; TbMetRS inhib: -0.3; SUMO1-SIM PPI: -37

Results for CN(C)S(=O)(=O)N1CCC(c2ccc(F)cc2)C(COc2ccc3c(c2)OCO3)C1 (stereo not drawn) ?
STEP block: 2; Scp1 inh: -17; CSN deneddyl inh: -3; NadD block: -10; MLLE-PAM2 inh: 5; DNMT1 inh: -3; LMPTP block: 2.8; Rpn11 block: inactive; TbMetRS inhib: -0.9; SUMO1-SIM PPI: -3

How did COc1cccc(-c2cc(=O)c3cc(NC(=O)c4ccccc4)ccc3[nH]2)c1 do in these assays?
STEP block: -1; Scp1 inh: -1; CSN deneddyl inh: 1; NadD block: 11; MLLE-PAM2 inh: -13; DNMT1 inh: 6; LMPTP block: -2.1; Rpn11 block: inactive; TbMetRS inhib: -0.3; SUMO1-SIM PPI: 0

Other entries:
Results for CCCCc1cc2c(c(NC(=O)CC)n1)c(=O)oc1ccccc12 ?
STEP block: -1; Scp1 inh: -1; CSN deneddyl inh: 8; NadD block: -3; MLLE-PAM2 inh: -1; DNMT1 inh: 4; LMPTP block: 0.5; Rpn11 block: inactive; TbMetRS inhib: -0.8; SUMO1-SIM PPI: 1

How did O=C(Nc1ccn(Cc2ccc(Cl)cc2)n1)c1ccccc1 do in these assays?
STEP block: -1; Scp1 inh: -9; CSN deneddyl inh: 2; NadD block: -9; MLLE-PAM2 inh: 7; DNMT1 inh: -3; LMPTP block: 0.3; Rpn11 block: inactive; TbMetRS inhib: -0.8; SUMO1-SIM PPI: -4

How did CC(CN1CCOCC1)OC(=O)c1cccc(Br)c1 (stereo not drawn) do in these assays?
STEP block: 0; Scp1 inh: 1; CSN deneddyl inh: 0; NadD block: 3; MLLE-PAM2 inh: 7; DNMT1 inh: 2; LMPTP block: 0.0; Rpn11 block: inactive; TbMetRS inhib: -0.8; SUMO1-SIM PPI: 9

How did COC(=O)C1=CN(CC2CCCO2)C=C(C(=O)OC)C1c1cc(OC)c(OC)c(OC)c1 (stereo not drawn) do in these assays?
STEP block: -2; Scp1 inh: -7; CSN deneddyl inh: -3; NadD block: -4; MLLE-PAM2 inh: 9; DNMT1 inh: 1; LMPTP block: -1.3; Rpn11 block: inactive; TbMetRS inhib: -0.8; SUMO1-SIM PPI: -5

Results for CCCOc1ccc(-c2c(=O)n(OCc3ccc([N+](=O)[O-])cc3)c3ccccc3[n+]2[O-])cc1 ?
STEP block: -4; Scp1 inh: 8; CSN deneddyl inh: -3; NadD block: 3; MLLE-PAM2 inh: -5; DNMT1 inh: -4; LMPTP block: -1.9; Rpn11 block: inactive; TbMetRS inhib: -1.8; SUMO1-SIM PPI: -4

What do the screens show for `Cc1cc(C(=O)CSc2nc3ccccc3[nH]2)c(C)n1CC1CCCO1` (stereo not drawn)?
STEP block: 2; Scp1 inh: -8; CSN deneddyl inh: 0; NadD block: -2; MLLE-PAM2 inh: -73; DNMT1 inh: -21; LMPTP block: 1.2; Rpn11 block: inactive; TbMetRS inhib: -0.9; SUMO1-SIM PPI: -3
